# PGE2 EP2 inh = blocks the human prostaglandin E2 receptor EP2; C6 glioma cells expressing human EP2, cAMP TR-FRET; cells stimulated with saturating PGE2; inhibition, % at 25 µM; 260,000 tested, 0.52% active; AID 1422;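 active = percent inhibition above 40 after rounding to a whole number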;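 also: rat C6 glioma host cells with rolipram phosphodiesterase inhibitor present; the protocol text gives 20 µM as final concentration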
# Target sequence (P43116 whole entry, looked up): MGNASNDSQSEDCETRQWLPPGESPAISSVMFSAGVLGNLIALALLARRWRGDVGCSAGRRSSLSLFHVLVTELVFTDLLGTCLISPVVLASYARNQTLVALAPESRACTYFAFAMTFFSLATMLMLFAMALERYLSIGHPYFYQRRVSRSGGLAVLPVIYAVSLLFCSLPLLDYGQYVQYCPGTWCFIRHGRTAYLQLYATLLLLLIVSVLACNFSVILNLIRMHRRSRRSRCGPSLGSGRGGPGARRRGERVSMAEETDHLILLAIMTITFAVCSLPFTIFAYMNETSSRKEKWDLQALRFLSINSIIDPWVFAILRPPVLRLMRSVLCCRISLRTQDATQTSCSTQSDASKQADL
# TRPML3 ag = human mucolipin-3 channel agonism; activation, % at 3 µM; Q8TDD5; 220,000 tested, 0.29% active; HEK293 TRPML3-YFP, Fluo-8 calcium fluorescence; 100% = the carbachol control signal;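 active = activation above its plate's cutoff, the mean activation of the plate's test wells plus 3 SD, cut at about 12% in these data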;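 also: 0% = DMSO only wells and 100% = carbachol wells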
# Target sequence (Q8TDD5 whole entry, looked up): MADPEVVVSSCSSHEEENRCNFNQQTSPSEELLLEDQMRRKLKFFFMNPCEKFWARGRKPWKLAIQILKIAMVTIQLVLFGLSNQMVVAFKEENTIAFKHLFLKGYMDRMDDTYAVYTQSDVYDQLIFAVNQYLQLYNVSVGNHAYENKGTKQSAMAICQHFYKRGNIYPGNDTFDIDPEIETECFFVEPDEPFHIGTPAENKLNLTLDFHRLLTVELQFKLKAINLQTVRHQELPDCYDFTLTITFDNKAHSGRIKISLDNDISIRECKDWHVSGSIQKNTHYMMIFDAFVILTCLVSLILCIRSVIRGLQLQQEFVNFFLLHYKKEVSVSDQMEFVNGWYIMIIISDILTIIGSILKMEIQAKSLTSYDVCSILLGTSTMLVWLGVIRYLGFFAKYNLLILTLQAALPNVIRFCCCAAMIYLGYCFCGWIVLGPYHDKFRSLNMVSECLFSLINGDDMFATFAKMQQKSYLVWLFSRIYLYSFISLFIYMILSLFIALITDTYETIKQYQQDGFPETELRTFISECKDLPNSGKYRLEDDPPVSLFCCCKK
#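 Material: TRPML3-YFP stable HEK293 cells | Dosing: One concentration, 3 µM nominal, 0.3% DMSO | Timing: 125 s total fluorescence read per well | Technique: Fluo-8 calcium dye fluorescence, ex 470-495, em 515-575 nm | Measure: Percent activation from peak-to-basal fluorescence ratio, scaled between DMSO and carbachol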
# CHOP inhibitor = CHOP inhibition in unfolded protein response | inhibition, % at 10 µM | AID 2732 | 220,000 tested, 3.8% active | CHO-K1 CHOP-promoter luciferase, tunicamycin-induced, 15-18 h;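 active = compounds that reduced the stress-induced luciferase reporter signal by more than about 70% of percent inhibition, limit read from the data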;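 also: 0% = tunicamycin plus vehicle and 100% = wells without tunicamycin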
# NPY Y1 blocker = NPY-Y1 (human) receptor antagonism; P25929; inhibition, % at 3.6 µM; 200,000 tested, 1% active; HEK293-CNG Y1 cells, membrane potential fluorescence; NPY at EC95, then isoproterenol;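 active = inhibition above the campaign mean inhibition of all tested compounds plus 3 SD, cut at about 20% in these data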;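 also: 0% = DMSO wells given NPY plus isoproterenol and 100% = isoproterenol alone without NPY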
#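 Material: HEK293 cells co-expressing NPY Y1 receptor and cyclic-nucleotide gated channel. Timing: compound incubation 1 h at room temperature, readout 45 min post-stimulation. Signal: fluorescence, membrane potential probe.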
# EP2 mod = EP2 receptor (human) modulation; EP2-expressing cells, cAMP HTRF FRET, PGE2 co-stimulation; induction, % at 25 µM; 260,000 tested, 0.83% active; P43116;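 active = compounds whose cAMP rise, as percent of the full-agonist control response, exceeds 60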;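 also: rat C6 glioma line stably carrying human EP2 under a CMV promoter; the protocol text gives 20 µM as final concentration; 100% = response of wells given 1 µM PGE2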
# 14-3-3 Bad inh = disrupts binding of bovine 14-3-3 zeta to phospho-Bad peptide | AID 781 | inhibition, % at 21.7 µM | 220,000 tested, 0.71% active | TR-FRET 14-3-3zeta/Dy647-pBad peptide displacement, 1 h | P63103;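 active = inhibition above about 70%, limit read from the data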;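 also: 0% = full 14-3-3 plus peptide FRET controls and 100% = background without 14-3-3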
# PPC-1+TRAIL kill = PPC-1 cancer cell killing with TRAIL present; PPC-1 cells + TRAIL, ATPLite viability luminescence; cell killing (% activity), % at 4 µM; 220,000 tested, 0.41% active;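 active = cell killing above 50% in the first pass at 4 µM, then a duplicate retest at 5 µM averaging 50% or more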;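 also: plate controls were cells with TRAIL plus DMSO for no effect and medium-only wells lacking cells for full effect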
# zfTRPN1 agonist = agonists of zebrafish TRPN1 channel | AID 1424 | HEK293 zebrafish TRPN1-YFP, Fluo-8 calcium fluorescence; 100% = response to 87 µM carbachol | activation, % at 3 µM | 220,000 tested, 0.18% active;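 active = activation above its plate's cutoff, the mean activation of test wells on that plate plus 3 SD, cut at about 19% in these data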;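 also: 0% = DMSO alone and 100% = 87 µM carbachol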
#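 Material: zebrafish TRPN1-YFP in HEK293 cells; Doses: single test compound dose, 3 µM nominal, 0.3% DMSO; Timing: dye loading 1 h at 37 °C, then 30 min room temperature; Technique: intracellular calcium fluorescence with Fluo-8; Benchmarks: high carbachol 87 µM, low DMSO alone.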
# NPY-Y1 PAM-ag = potentiators or agonists of human neuropeptide Y receptor Y1; activation, % at 3.6 µM; NPY-Y1 expressing cells, potentiator/agonist activation; 220,000 tested, 0.37% active; P25929; in the data active = activation above about 33%, passing the limit was not always enough;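 also: cells stimulated with NPY at EC10 then isoproterenol at EC100; 0% = low agonist plus stimulus and 100% = saturating agonist plus stimulus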
# * = called active by the depositor; / = no result given; & = joins results of further samples; [ ] = remark or other dose.
SMILES,PGE2 EP2 inh,TRPML3 ag,CHOP inhibitor,NPY Y1 blocker,EP2 mod,14-3-3 Bad inh,PPC-1+TRAIL kill,zfTRPN1 agonist,NPY-Y1 PAM-ag
CCc1nnc(NC(=O)c2cccc(NC(=O)C(C)C)c2)s1,-1,0.4,-16,5,-9,-14,21,0.3,12
O=C(Cn1nc(-c2cccc([N+](=O)[O-])c2)c2ccccc2c1=O)NCC1CCCO1 (configuration not stated),8,0.4,21,8,12,1,10,-0.2,7
COCCCNC(=O)c1ccc([N+](=O)[O-])cc1,7,0.8,5,-4,9,4,2,-0.9,3
O=C1NC(c2ccccn2)Nc2sc3c(c21)CCC3 (configuration not stated),13,0.5,22,0,-6,-4[fluorescence artefact?],-8,0.3,-17
O=C(COc1ccc(C(=S)N2CCOCC2)cc1)Nc1ccccc1C(F)(F)F,3,-0.4,-13,4,-5,-3,-14,-0.4,-2
CCCc1nc2sc3c(=O)n(N)cnc3c2c2c1COC(C)(C)C2,8,1.1,8,8,16,-4,4,0.3,1
CCCC(=O)Nc1ccc(-c2nc3cc(C)c(C)cc3o2)c(O)c1,18,0.2,-34,-8,21,8,15,-0.2,8
Cc1cc(=O)n2c3c(cccc13)CCC2,9,-0.8,4,-1,2,7,-11,-0.2,-15
Nn1c(SCC(=O)N2CCOCC2)nnc1-c1ccco1,8,0.5,4,-2,15,2,10,0.5,19
CS(=O)(=O)N1CCC(C(=O)Nc2ccc(Cl)c(Cl)c2)CC1,11&10,1.7,12,-8,-68&-69,-9,-4,2.9,10
O=C(CSc1nnc2ccc(-c3ccc(F)cc3)nn12)N1CCCC1,6,0.5,45,12,23,-8,21,-2.2,-5
Cc1nn(Cc2ccc(F)cc2)c(C)c1NC(=O)c1cccnc1Cl,1,0.1,-11,-1,1,1,3,0.6,-2
Nc1cccc2[nH]c(C(F)(F)F)nc12,6,0.4,20,3,-7,24,12,-0.4,-9
CCCCn1c(CCC)nc([N+](=O)[O-])c1Sc1ccc(Cl)cn1,5,-0.9,-32,7,46,-7[fluorescence artefact?],8,-1.0,-5
CCC(Oc1ccccc1)C(=O)N1CCN(C(=O)C(CC)Oc2ccccc2)CC1 (configuration not stated),0,1.2,14,3,13,-2,-4,-0.4,-28
O=C(NCCCN1CCOCC1)C1(c2ccccc2)CCOCC1,7,0.6,2,9,4,3,6,2.2,13
Cc1ccc(Sc2c(O)c3ccccc3n(C)c2=O)cc1,18,-0.6,-31,5,56,7,3,-0.2,-8
O=C(NCCc1c[nH]c2ccccc12)C(=O)NCC(c1cccnc1)N1CCN(c2ccccc2)CC1 (configuration not stated),13,1.3,35,-5,-54,3,-1,0.9,30
CO/N=C/c1ccc(Sc2ccccc2)c([N+](=O)[O-])c1,6,0.5,27,9,30,0,4,0.1,4
O=C(NCc1ccccc1)C1=C[C@H](C2CCCCC2)C[C@H](OCc2ccc(CO)cc2)O1,11,0.2,19,0,4,1,13,-1.2,-3

# Ordered by number of heavy atoms (high to low): part of the list above
SMILES,PGE2 EP2 inh,TRPML3 ag,CHOP inhibitor,NPY Y1 blocker,EP2 mod,14-3-3 Bad inh,PPC-1+TRAIL kill,zfTRPN1 agonist,NPY-Y1 PAM-ag
O=C(NCCc1c[nH]c2ccccc12)C(=O)NCC(c1cccnc1)N1CCN(c2ccccc2)CC1 (configuration not stated),13,1.3,35,-5,-54,3,-1,0.9,30
O=C(Cn1nc(-c2cccc([N+](=O)[O-])c2)c2ccccc2c1=O)NCC1CCCO1 (configuration not stated),8,0.4,21,8,12,1,10,-0.2,7
O=C(COc1ccc(C(=S)N2CCOCC2)cc1)Nc1ccccc1C(F)(F)F,3,-0.4,-13,4,-5,-3,-14,-0.4,-2
O=C(CSc1nnc2ccc(-c3ccc(F)cc3)nn12)N1CCCC1,6,0.5,45,12,23,-8,21,-2.2,-5
O=C(NCCCN1CCOCC1)C1(c2ccccc2)CCOCC1,7,0.6,2,9,4,3,6,2.2,13
CCCCn1c(CCC)nc([N+](=O)[O-])c1Sc1ccc(Cl)cn1,5,-0.9,-32,7,46,-7[fluorescence artefact?],8,-1.0,-5
Cc1ccc(Sc2c(O)c3ccccc3n(C)c2=O)cc1,18,-0.6,-31,5,56,7,3,-0.2,-8
CO/N=C/c1ccc(Sc2ccccc2)c([N+](=O)[O-])c1,6,0.5,27,9,30,0,4,0.1,4
O=C1NC(c2ccccn2)Nc2sc3c(c21)CCC3 (configuration not stated),13,0.5,22,0,-6,-4[fluorescence artefact?],-8,0.3,-17
COCCCNC(=O)c1ccc([N+](=O)[O-])cc1,7,0.8,5,-4,9,4,2,-0.9,3
Cc1cc(=O)n2c3c(cccc13)CCC2,9,-0.8,4,-1,2,7,-11,-0.2,-15
Nc1cccc2[nH]c(C(F)(F)F)nc12,6,0.4,20,3,-7,24,12,-0.4,-9

# Additional results follow:
SMILES,PGE2 EP2 inh,TRPML3 ag,CHOP inhibitor,NPY Y1 blocker,EP2 mod,14-3-3 Bad inh,PPC-1+TRAIL kill,zfTRPN1 agonist,NPY-Y1 PAM-ag
CCOc1ccc(NC(=O)c2ccccc2NS(=O)(=O)c2ccc(F)cc2)c([N+](=O)[O-])c1,21,15*,-18,-3,-12,1[fluorescence artefact?],0,0.8,7
Cn1c(SCC(=O)NC2CCCCC2)nnc1-c1ccc(N)cc1,6,1.0,5,6,14,-7,-7,1.5,12
CC1CCCN(C(=O)CSc2nnc(-c3ccncc3)n2C)C1 (configuration not stated),10&2,0.7,-17,-2,-8&4,2,-16,-1.6,3
O=C(Nc1nc2ccc(Cl)cc2s1)[C@@H]1CCCN1C(=O)c1cccs1,5,-0.2,18,9,-12,-8[fluorescence artefact?],8,0.0,-14
CC12Cc3ccc4ccccc4c3C=C1C[N+](C)(C)C2 (configuration not stated),12,0.1,-16,0,8,5,-11,-0.3,-2
COc1ccc(C2C(C(C)=O)=C(O)C(=O)N2c2nc3ccccc3s2)cc1OC (configuration not stated),20,1.3,5,-1,2,-8,-1,2.1,4
Nn1cc(-c2ccccc2)nc1SCC(=O)NCC(F)(F)F,5,0.6,-10,2,-7,-8,13,1.2,-7
N#Cc1cc(C(=O)c2cc(F)ccc2O)cn(-c2nccs2)c1=O,12,23*,24,-1,-18,-1[fluorescence artefact?],8,28*,16
CCOC(=O)N1CCN(C(=O)CSc2ccc(Cl)cc2)CC1,5,0.6,11,3,4,-1,6,0.0,-3
CC(C)C(NS(=O)(=O)c1c(Cl)cccc1Cl)C(=O)OCC(=O)c1c[nH]c2ccccc12 (configuration not stated),3,0.9,-22,-3,-33,5[fluorescence artefact?],-8,0.4,34
NS(=O)(=O)c1ccc(NCc2cc(Cl)ccc2OCc2ccccc2F)cc1,6,-0.4,70*,5,57,7,5,-1.3,11
Cc1ccc(C(=O)Nc2ccnc(-c3cccnc3)n2)cc1,9,0.4,3,2,-81,-9,-3,0.7,2
CC(O)CNc1ccc([N+](=O)[O-])cc1S(=O)(=O)N1CCOCC1 (configuration not stated),5,0.9,11,-1,15,-5,12,0.5,9
On1c2c(c3c4nonc4ccc31)CCCC2,9,0.8,36,7,-31,0[fluorescence artefact?],14,2.4,-18
c1csc(CNCCCN2CCOCC2)c1,18,0.8,29,-1,4,8[fluorescence artefact?],-9,0.6,2
Clc1cccc(Cl)c1Cn1cnc2c(NCc3ccco3)ncnc21,11,-0.2,-5,2,-1,-23,12,-0.4,-3
CC1=CC(=C(C#N)C#N)C=C(C)N1CCN1CCNCC1,3,1.4,-3,-5,12,-3,8,-0.4,-8
COc1ccc(NC(=O)NCc2cccn2C)c(OC)c1,6,-0.5,7,3,-16,-13,-1,1.2,9
O=C(Nn1c(-c2ccccc2)nc2ccccc2c1=O)C1CCC1,4,-0.6,5,7,26,-7,12,0.7,-38
COc1ccc(CCNC(=O)C2CC(=O)N(c3ccc(F)cc3)C2)cc1OC (configuration not stated),7,-0.5,0,1,10,/,1,-0.1,5
C=CCOc1ccccc1CN1CCSCC1,5,0.0,16,-2,8,80*,7,0.5,-21
N/C(=N/O)c1nc(N2CCCC2)nc(N(c2ccccc2)c2ccccc2)n1,11,-1.0,45,-2,49,1,27,-0.9,7
CCC(=O)Nc1cc(-c2nn(CC(=O)N3CCCCC3)c(=O)c3ccccc23)ccc1N1CCOCC1,8,-0.2,22,1,11,-1,-26,-1.1,-11
NC(=S)N=Nc1c(O)[nH]c2ccccc12,10,0.8,4,1,-14,4,-15,-0.6,-33
O=C1c2ccccc2NC(c2ccccc2Cl)N1N=C1CCCCCC1 (configuration not stated),8,0.6,19,4,10,2,12,0.9,7
Cc1ccc(SCc2cc(=O)[nH]c(N3CCN(C)CC3)n2)cc1,9,5.3,-1,7,16,16[fluorescence artefact?],23,1.1,15
O=C(/C=C/c1ccc2ccccc2c1)c1ccoc1,18,-0.1,29,8,18,-16,5,0.0,12
CC1CN(S(=O)(=O)c2ccc(-c3nc4ccccc4s3)cc2)CC(C)O1 (configuration not stated),10,0.6,0,-2,-14,-2,0,1.9,3
CN(C(=O)c1cc(-n2cnnc2)ccc1Cl)c1ccccc1,8,0.7,-38,-4,23,5,37,0.3,-21
CCCC(=O)Nc1nc2c(c(=O)[nH]1)CCCC2,23,-0.1,11,7,3,8,3,-0.4,-19
CC(C)(C)C(O)CN1CCCC1 (configuration not stated),12,0.5,0,0,-7,-11,1,0.5,3
CC(=O)c1ccc(O)c(CSc2nncn2C)c1,9,0.2,-15,6,28,-8,22,2.1,8
O=C(Nc1nc2ccccc2s1)Nc1ccc([N+](=O)[O-])cc1Cl,6,1.1,40,/,25,28,21,2.9,18
COc1nc(Oc2ccc(/C=N/O)cc2)nc(N(C)C)n1,12,-1.1,16,1,10,8,12,-0.2,7
CCOc1cc(/C=C(\C#N)C(=O)NCC2CCCO2)ccc1OCC(N)=O (configuration not stated),11,-0.4,-2,2,5,10,21,-2.3,19

# From PubChem

# A portion of the library. The share of hits here may be higher or lower than overall.
